MsrA inhibitor = inhibitors of bovine MsrA. purified bovine MsrA, absorbance read-out. inhibition, % at 15.5 µM. 360,000 tested, 0.75% active. AID 651718; in the data active = inhibition above about 4.5%;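 also: 0% = vehicle wells with enzyme and 100% = reference inhibitor wells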
Neddyl block = cullin neddylation inhibition. 360,000 tested, 0.58% active. calls only at 25 µM. TR-FRET cullin neddylation, biochemical; in the data active = inhibition above about 36%
bovine MsrA act = activates bovine MsrA enzyme; purified bovine MsrA, absorbance read-out; activation, % at 10.6 µM; 360,000 tested, 0.3% active; in the data active = activation above about 7.5%;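 also: 0% = vehicle and 100% = reference activator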
SKN-1 block = inhibitors of C. elegans SKN-1 | inhibition, % at 21.8 µM | AID 624304 | 360,000 tested, 0.49% active | C. elegans VP596 Pgst-4::GFP/RFP ratio, acrylamide-induced, 24 h;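 active = interference check ratio from 0.5 to 1.5 plus GFP to RFP signal ratio inhibition reaching or exceeding a fixed threshold, cut at about 30% in these data, passing the limit was not always enough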; also: some compounds called inactive have numbers as strong as hits
E coli Lon inh = E. coli protease La inhibition. P0A9M0. purified E. coli Lon protease, fluorescence polarization. inhibition, % at 7.94 µM. 360,000 tested, 0.42% active; in the data active = inhibition above about 13%, passing the limit was not always enough;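 also: 0% = enzyme with probe and DMSO and 100% = no enzyme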
Target sequence (P0A9M0 whole entry, looked up): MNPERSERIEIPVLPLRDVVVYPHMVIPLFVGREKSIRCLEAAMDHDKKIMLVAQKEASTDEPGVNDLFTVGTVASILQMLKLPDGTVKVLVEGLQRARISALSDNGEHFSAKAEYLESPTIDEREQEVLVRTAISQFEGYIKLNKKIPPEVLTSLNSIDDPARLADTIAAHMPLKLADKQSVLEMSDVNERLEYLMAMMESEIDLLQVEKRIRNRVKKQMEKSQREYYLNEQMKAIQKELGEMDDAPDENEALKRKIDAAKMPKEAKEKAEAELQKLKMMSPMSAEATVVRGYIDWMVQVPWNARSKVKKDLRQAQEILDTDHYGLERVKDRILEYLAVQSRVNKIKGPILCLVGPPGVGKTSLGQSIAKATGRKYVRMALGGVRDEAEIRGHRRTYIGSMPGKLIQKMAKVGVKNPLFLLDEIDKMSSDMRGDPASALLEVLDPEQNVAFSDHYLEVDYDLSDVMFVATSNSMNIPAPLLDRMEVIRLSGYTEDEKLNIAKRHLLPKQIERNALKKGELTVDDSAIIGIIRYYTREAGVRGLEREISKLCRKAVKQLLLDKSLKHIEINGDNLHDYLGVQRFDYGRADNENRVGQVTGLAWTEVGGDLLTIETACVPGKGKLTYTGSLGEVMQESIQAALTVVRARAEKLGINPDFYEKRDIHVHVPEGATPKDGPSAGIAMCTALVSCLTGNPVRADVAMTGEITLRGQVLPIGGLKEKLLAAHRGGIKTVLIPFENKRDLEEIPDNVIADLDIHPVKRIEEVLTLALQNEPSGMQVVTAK
Rin1 Abl inh = blocks binding of human Rin1 to Abl; inhibition, % at 7.35 µM; P00519+Q13671; TR-FRET Rin1/Abl binding, biochemical; 360,000 tested, 0.4% active; in the data active = inhibition above about 5%, passing the limit was not always enough
NRP1-CendR mod = modulators of CendR peptide binding to human neuropilin-1 | O14786 | inhibition, % at 25 µM | AID 602438 | FAM-RPARPAR peptide binding to NRP-1, fluorescence polarization | 360,000 tested, 0.85% active;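 active = inhibition or corrected inhibition above about 18%, plus a signal ratio from 0.5 to 1.5, limit read from the data, passing the limit was not always enough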; also: strong numbers were not always called active
MT1-MMP act inh = blocks activation of human MT1-MMP | 360,000 tested, 0.061% active | AID 651647 | HT1080 RFP-PRO-GFP cells, GFP/RFP ratio fluorescence, overnight; percent of plate control window, DMSO zero | P50281 | GFP/RFP ratio change, % at 20 µM;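 active = GFP/RFP ratio change of at least 30% with cell ATP level not reduced by more than half and red fluorescence within 50% of control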; also: strong numbers were not always called active
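Read-out: GFP/RFP fluorescence ratio; Test system: RFP-PRO-GFP reporter HT1080 cells; Compound dosing: single-point 20 µM compound, 1% DMSO; Times: overnight compound exposure at 37 °C.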
FAS-TE inh = FAS thioesterase (human) inhibition. AID 602261. recombinant FAS-TE, OMFH fluorogenic substrate, fluorescence endpoint. inhibition, % at 15 µM. 360,000 tested, 0.67% active. P49327;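 active = compounds whose normalised, plate-corrected inhibition of enzyme fluorescence in the single-dose primary screen is 50% or more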;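 also: 0% = DMSO with enzyme and 100% = substrate without enzyme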
* marks the source's active call; other numbers are inactive results; i = inactive; / = not tested or not shown.

SMILES | MsrA inhibitor | Neddyl block | bovine MsrA act | SKN-1 block | E coli Lon inh | Rin1 Abl inh | NRP1-CendR mod | MT1-MMP act inh | FAS-TE inh
Cc1ccc(-c2csc3ncnc(N4CCN(c5ccccc5O)CC4)c23)cc1 | -0.8 | i | -2 | 2 | 8 | -2 | -1 | -11 | 20
COC(=O)CCC(=O)Nc1cc(S(=O)(=O)Nc2ccc(Cl)cc2)ccc1N1CCOCC1 | 0.7 | i | -2 | 8 | 3 | -1 | 4 | 3 | 1
O=C(CCn1nc(-c2ccc(Cl)cc2)c2ccccc2c1=O)Nc1cccnc1 | 1.2 | i | -3 | 5 | -1 | -1 | 10 | -7 | -3
OC(c1ccccc1)C1CN(Cc2ccccc2)CCC1(O)c1ccccc1 (centres undefined) | -0.4 | i | 0 | -2 | -9 | -1 | -18 | -6 | 2
COc1ccc(-c2nc(SCC(=O)N3CCOCC3)n[nH]2)cc1 | -0.7 | i | -3 | -5 | -2 | 2 | -2 | 0 | -6
COc1ccc(C(CNC(=O)COc2cccc(C)c2)N2CCCC2)cc1 (centres undefined) | -0.2 | i | -1 | -3 | -9 | 2 | 8 | -2 | -8
NS(=O)(=O)c1ccc(CCNC(=O)Cc2cccs2)cc1 | 0.5 | i | -1 | 12 | 1 | -2 | -3 | 1 | -2
O=C(NN1C(=O)CSC1=S)c1cccnc1 | -1.5 | i | -10 | 31 | -285 | 1 | -78 | / | -3
N#CCCN1CCN(S(=O)(=O)c2ccc(S(=O)(=O)N3CCOCC3)cc2)CC1 | -0.7 | i | -3 | 5 | 2 | -4 | -4 | -1 | -7
CC(=O)Nc1cccc(Oc2ncnc3scc(-c4ccc(C)cc4)c23)c1 | 1.8 | i | -5 | 8 | -6 | 6 | -11 | -8 | 23
CS(=O)(=O)N(CC(=O)N1CCCCCC1)c1cc(Cl)ccc1Cl | -0.9 | i | 1 | 4 | 0 | 0 | -5 | 8 | 0
COc1cccc(C(=O)C2CCCN(Cc3cccc(-n4cccn4)c3)C2)c1 (centres undefined) | 0.3 | i | -5 | -13 | -14 | 2 | -2 | 3 | 9
CCCCCCSC1=C(C#N)C(c2ccccc2)CC(=O)N1 (centres undefined) | -1.1 | i | -6 | 3 | -4 | 4 | 5 | 0 | 7
CCc1ccccc1S(=O)(=O)Cc1ccc(C(=O)NCCc2ccccc2)o1 | -0.3 | i | -2 | 1 | 1 | 2 | 0 | -5 | 3
COc1ccc(-n2nc(C(=O)NCC(=O)N3CCN(c4ccccc4OC)CC3)c3ccccc3c2=O)c(OC)c1 | 0.6 | i | -1 | 22 | 4 | 1 | 0 | -5 | 12
Cc1cc(C(=O)NCCCN2CCN(C3CCCCC3)CC2)n(-c2ccccc2)n1 | 1.5 | i | -6 | 1 | 11 | 0 | 3 | -1 | -8
COc1ccc(/C=N/NC(=O)c2cnccn2)c(OC)c1OC | -0.5 | i | -4 | -23 | 6 | -1 | -4 | -1 | -11
CN(C)CCn1c2c(c(SCC(=O)Nc3ccccc3C(F)(F)F)nc1=O)CCCC2 | 0.3 | i | -1 | -1 | 4 | -3 | 4 | 0 | -4
COc1ccccc1OCc1ccc(C(=O)N(C)C)o1 | 0.2 | i | 0 | 5 | 1 | 0 | 17 | 6 | -2
CCc1cc2ccccc2nc1SCC(=O)Nc1cc(C)on1 | 0.0 | i | -2 | 18 | -3 | -8 | -8 | -3 | -6
Cc1[nH]n(-c2ccc([N+](=O)[O-])cc2)c(=O)c1C=NCCN1CCN(C(=O)c2ccc(F)cc2)CC1 | 0.3 | i | -2 | -3 | -9 | -2 | -9 | 3 | -5
CCNC(=O)C1(C)CCN1CCS(=O)(=O)c1ccc(C)cc1 (centres undefined) | 1.1 | i | 0 | -2 | 7 | 0 | 7 | -2 | -7
CCOP(=O)(OCC)c1nc(/C=C/c2ccccc2)oc1NCc1ccc(OC)cc1 | 1.4 | / | 1 | -9 | 0 | 0 | -7 | -10 | 13
CN(C)C1=NCCN1CCC1CCCCC1 | -0.7 | i | -3 | 7 | 1 | -2 | 9 | -1 | -10
Cc1ccc(SCC(=O)OC(C)C(=O)Nc2ccc(S(N)(=O)=O)cc2)cc1C (centres undefined) | -0.2 | i | -4 | -19 | -7 | 1 | 44* | 5 | -4

Remaining list, next part.
SMILES | MsrA inhibitor | Neddyl block | bovine MsrA act | SKN-1 block | E coli Lon inh | Rin1 Abl inh | NRP1-CendR mod | MT1-MMP act inh | FAS-TE inh
CC(C)(C)c1nc2c(Br)cc(Br)cc2c(=O)o1 | 0.1 | i | -4 | 1 | 0 | -4 | 18 | 2 | 14
COC(=O)c1ccc2c(=O)n3c(nc2c1)SCC(c1ccccc1)=N3 | -0.9 | i | -1 | -5 | -8 | 0 | -4 | -2 | -2
C/C(=N\NC(=S)NC(C)C)c1ccc2c(c1)OCCO2 | 2.0 | i | -5 | 11 | 0 | 2 | 7 | 3 | 2
CCCCn1c(CNC(=O)c2cccs2)nc2ccccc21 | -0.8 | i | -1 | -2 | -2 | -2 | -7 | -7 | 1
CCOC(=O)C1=C(C)N=c2s/c(=C\c3ccc(OCC(=O)O)cc3)c(=O)n2C1c1ccccc1OC (centres undefined) | 0.5 | i | -3 | -13 | -29 | 0 | -58 | -13 | -2
O=C(/C=C/c1ccc2c(c1)OCO2)NCCS(=O)(=O)N1CCN(c2ccc(F)cc2)CC1 | 1.5 | i | -1 | -6 | 2 | 1 | 0 | 1 | 0
O=C(NNS(=O)(=O)c1ccccc1[N+](=O)[O-])c1cccc([N+](=O)[O-])c1 | 0.6 | i | -1 | 7 | 2 | 1 | -12 | 1 | -5
O=C(Nc1cccc(O)c1)c1cc(-c2ccccc2Cl)on1 | 1.6 | i | -3 | 8 | -6 | 1 | 10 | -1 | 5
CN(C)c1ncnc2c1ncn2C1OC(CO)C(O)C1O (centres undefined) | -0.4 | i | -5 | -14 | -4 | -1 | 1 | 16 | -3
COc1ccc2[nH]c3c(c2c1)[C@@H]1CCN2C(=O)CCC[C@H](C3)[C@H]12 | 1.2 | i | -7 | -1 | 8 | 2 | 20 | 3 | -11
COc1ccc(OCC(=O)N2CCN(c3nnc(-c4ccccc4)c4ccccc34)CC2)cc1 | -0.1 | i | 2 | -6 | -2 | -1 | 2 | 0 | 5
Cc1ccc(C)c(N(CC(=O)Nc2cc(Cl)ccc2Oc2ccccc2)S(C)(=O)=O)c1 | 1.1 | i | 0 | 12 | 1 | 3 | -7 | -22 | 33
O=c1nc(-c2ccccc2)c2cc(SC(F)F)ccc2[nH]1 | 0.4 | i | -1 | 11 | 2 | -3 | 13 | -5 | 2
Cc1nnc(NC(=O)C2c3ccccc3Oc3ccccc32)s1 | -0.2 | i | -7 | -24 | 10 | 1 | 4 | -1 | -2
CCCCOCCCNC(=O)C[C@@H]1C[C@@]2(C(=O)OC)CCCCC=C2N(CCc2ccc(OC)c(OC)c2)C1=O | -0.1 | i | / | 7 | / | / | -36 | 1 | /
CCCC(C)NC(=O)c1ccc(F)cc1 (centres undefined) | 0.2 | i | -1 | 5 | 3 | -3 | 19 | 5 | -5
Cc1ccc(NC(=S)NNC(=O)c2ccc(N3CCOCC3)c([N+](=O)[O-])c2)cc1Cl | 1.3 | i | -4 | 4 | -2 | 2 | -9 | 4 | 10
COc1cccc2c1cc1c(=O)n(CC(=O)N3CCN(c4cccc(C)c4C)CC3)nc(C)n12 | -0.1 | i | 6 | -6 | -1 | -3 | 12 | -1 | 2
CC(NC(=O)c1ccccc1OC(F)F)c1ccc(-n2ccnc2)cc1 (centres undefined) | 0.0 | i | -2 | -2 | 3 | -2 | 12 | 0 | -5
CC(C)CCN1CCN(Cc2ccc(C(F)(F)F)cc2)CC1CCO (centres undefined) | -1.8 | i | -4 | -9 | 2 | 0 | 3 | -3 | -3
CCN1C(=O)[C@H]2[C@@H](c3ccc(OC)cc3)N3C(=O)CN(CCOC)C(=O)[C@@]3(Cc3ccccc3)[C@H]2C1=O | 1.5 | i | -1 | -3 | -10 | 7 | 22 | 14 | -12
O=[N+]([O-])c1cccc(/C([O-])=C(/C(=S)Nc2ccccc2F)[n+]2ccccc2)c1 | 1.2 | i | -1 | 13 | -7 | -6 | -10 | -2 | 2
COc1ccc(OC)c(C2C(C(C)=O)=C(O)C(=O)N2c2ccc(O)cc2)c1 (centres undefined) | 1.9 | i | -1 | 10 | 0 | 0 | -14 | 4 | -4
O=C(Cc1ccccc1)NCC(=O)N/N=C/c1ccc(Cl)cc1 | -0.1 | i | -7 | -3 | -5 | 1 | 3 | -2 | -5
COc1ccc(CCNC(=O)CSc2nc3[nH]ncc3c(=O)n2-c2ccccc2OC)cc1OC | -0.3 | i | -5 | 3 | 5 | 3 | 1 | 2 | -8

The list continues.
SMILES | MsrA inhibitor | Neddyl block | bovine MsrA act | SKN-1 block | E coli Lon inh | Rin1 Abl inh | NRP1-CendR mod | MT1-MMP act inh | FAS-TE inh
Cn1c(=O)oc2cc(S(=O)(=O)NCCN3CCCCCC3)ccc21 | 0.3 | i | 1 | -22 | -9 | 0 | 4 | -1 | -5
Cc1cc(C)c2c(CN3CCCCCCC3)cc(=O)oc2c1 | 1.0 | i | -4 | 4 | 3 | -1 | -16 | -3 | 8
COc1ccc(C2CC(=O)NC(=O)C2)cc1 | 0.5 | i | -4 | 12 | 6 | -1 | 3 | -4 | -2
CN(C)S(=O)(=O)c1ccc(C(=O)Nc2nc(-c3cc4ccccc4o3)cs2)cc1 | 1.6 | / | -13 | 4 | 6 | 7 | -3 | 10 | -9
O=[N+]([O-])c1ccc(N/N=C/c2cn(Cc3ccc(F)cc3)c3ccccc23)nc1 | -1.4 | i | 17* | 10 | -9 | -1 | -39 | -14 | -14
COc1ccc(NC(=O)Cc2ccsc2)cc1S(=O)(=O)N1CCOCC1 | 0.8 | i | 0 | 9 | 1 | 1 | 13 | 0 | -7
O=C(CSc1ccc(-c2ccc(F)cc2)nn1)Nc1ccc2c(c1)OCCO2 | 0.5 | i | -2 | 1 | 0 | 1 | -7 | 2 | -7
c1ccc(CCNc2nc3ccccc3s2)cc1 | -1.7 | i | -12 | -19 | 8 | -4 | -3 | 0 | 5
Cc1ccc(S(=O)(=O)N2CCOCC2)cc1C(=O)Nc1ccccc1F | -0.7 | i | -4 | 5 | 0 | -2 | -8 | 2 | -4
C[C@H](NS(=O)(=O)c1c(Cl)cccc1Cl)C(=O)NNC(=O)COc1ccccc1F | -0.5 | i | -3 | 17 | -2 | -1 | -1 | -4 | -8
Cc1cc(N2CCN(C)CC2)nc2ccc(NC(=S)N3CCN(c4ccc(Cl)cc4)CC3)cc12 | -0.1 | i | -3 | -3 | -7 | -2 | -7 | 2 | -3
O=C(/C=C/c1ccco1)NCc1ccco1 | -0.5 | i | -2 | -8 | 1 | -1 | 8 | -1 | -8
O=C(CCc1ccccc1)NC(=S)NCc1ccco1 | -0.1 | i | -3 | -8 | -2 | 1 | -4 | -3 | 9
CCOC(=O)Cc1csc(NC(=O)Nc2ccc(F)cc2)n1 | -0.9 | i | -2 | 9 | 5 | -1 | 10 | 1 | -1
O=C(CN1CCN(c2ccccc2O)CC1)NC(c1ccccc1)c1ccccc1 | -0.7 | i | -2 | 15 | 3 | -3 | -11 | -8 | -1

Retrieved by compound from the entries so far:
SMILES | MsrA inhibitor | Neddyl block | bovine MsrA act | SKN-1 block | E coli Lon inh | Rin1 Abl inh | NRP1-CendR mod | MT1-MMP act inh | FAS-TE inh
COc1ccc(-n2nc(C(=O)NCC(=O)N3CCN(c4ccccc4OC)CC3)c3ccccc3c2=O)c(OC)c1 | 0.6 | i | -1 | 22 | 4 | 1 | 0 | -5 | 12
CCc1ccccc1S(=O)(=O)Cc1ccc(C(=O)NCCc2ccccc2)o1 | -0.3 | i | -2 | 1 | 1 | 2 | 0 | -5 | 3
O=[N+]([O-])c1cccc(/C([O-])=C(/C(=S)Nc2ccccc2F)[n+]2ccccc2)c1 | 1.2 | i | -1 | 13 | -7 | -6 | -10 | -2 | 2
Cc1ccc(-c2csc3ncnc(N4CCN(c5ccccc5O)CC4)c23)cc1 | -0.8 | i | -2 | 2 | 8 | -2 | -1 | -11 | 20
CCCCCCSC1=C(C#N)C(c2ccccc2)CC(=O)N1 (centres undefined) | -1.1 | i | -6 | 3 | -4 | 4 | 5 | 0 | 7

Compound activity from PubChem BioAssay.
